GSTO1 inh – inhibitors of recombinant GSTO1, primary screen, counter-screen for RBBP9 inhibitor project, biochemical, fluorescence polarization; Glutathione S-transferase omega-1 (Homo sapiens), P78417; activity-based probe fluorescence polarization; inhibition, % at 5.96 µM; 300,000 tested, 1.1% active; AID 1974, 2009;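 active means inhibition above the campaign mean inhibition plus 3 SD, cut at about 35% in these data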;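 further: 0% = GSTO1-1 with DMSO and 100% = wells lacking GSTO1-1 enzyme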
Target sequence (P78417 whole entry, looked up): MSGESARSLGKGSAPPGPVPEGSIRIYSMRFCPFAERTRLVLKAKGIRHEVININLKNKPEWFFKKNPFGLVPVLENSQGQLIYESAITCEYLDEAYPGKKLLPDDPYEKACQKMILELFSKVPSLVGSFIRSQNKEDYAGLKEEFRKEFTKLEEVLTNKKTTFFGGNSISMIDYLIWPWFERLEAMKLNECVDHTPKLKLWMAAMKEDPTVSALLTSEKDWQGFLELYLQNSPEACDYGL
PAFAH1B3 FP inh – PAFAH1B3 enzyme inhibitors, primary screen, biochemical, fluorescence polarization, human; inhibition, % at 3.39 µM; AID 492972, 2010; 340,000 tested, 0.28% active; Platelet-activating factor acetylhydrolase IB subunit alpha1 (Homo sapiens), Q15102; recombinant PAFAH1B3, FP-rhodamine probe;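 active means inhibition above the screen-wide average of all tested compounds plus 3 SD, cut at about 25% in these data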;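 further: 0% = enzyme with DMSO only and 100% = wells lacking PAFAH1B3 protein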
LYPLA1 counter – LYPLA1 inhibitors, primary screen, counter-screen for PME1 inhibitor project, biochemical, fluorescence polarization, FP-Rh probe ABPP; 320,000 tested, 0.16% active; recombinant LYPLA1; inhibition, % at 5.9 µM; AID 2174, 2009; Acyl-protein thioesterase 1 (Homo sapiens), O75608;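 active means inhibition above the mean of all tested compounds plus 3 SD, set per campaign, cut at about 14% in these data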;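 further: inhibitors block serine hydrolase probe labeling of LYPLA1 so polarization falls; 0% = enzyme with DMSO and 100% = wells lacking LYPLA1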
Target sequence (O75608 whole entry, looked up): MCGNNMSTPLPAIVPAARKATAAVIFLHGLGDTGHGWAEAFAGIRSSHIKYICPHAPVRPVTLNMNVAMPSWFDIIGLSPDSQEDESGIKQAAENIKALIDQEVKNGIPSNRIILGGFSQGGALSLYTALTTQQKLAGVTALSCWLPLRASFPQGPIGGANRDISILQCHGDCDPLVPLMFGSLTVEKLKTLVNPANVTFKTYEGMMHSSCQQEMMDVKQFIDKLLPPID
PAD4 inh – human PAD4 inhibitors, primary screen, biochemical, fluorescence polarization, 1536-well format. recombinant PAD4, RCA probe fluorescence polarization. Protein-arginine deiminase type-4 (Homo sapiens), Q9UM07. 330,000 tested, 0.41% active. inhibition, % at 6.36 µM;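 active means percent inhibition above a cutoff equal to the mean of all tested compounds plus 3 SD, cut at about 15% in these data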;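 further: 0% = PAD4 with RCA probe and DMSO and 100% = probe without PAD4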
LYPLA2 counter – LYPLA2 inhibitors, primary screen, counter-screen for PME1 inhibitor project, biochemical, fluorescence polarization, FP-Rh probe ABPP; Acyl-protein thioesterase 2 (Homo sapiens), O95372; recombinant LYPLA2; 320,000 tested, 0.38% active; inhibition, % at 5.9 µM;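 active means inhibition above the screen-wide mean plus 3 SD, limit set per campaign, cut at about 26% in these data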;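 further: 0% = LYPLA2 with DMSO and 100% = wells lacking LYPLA2 enzyme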
Target sequence (O95372 whole entry, looked up): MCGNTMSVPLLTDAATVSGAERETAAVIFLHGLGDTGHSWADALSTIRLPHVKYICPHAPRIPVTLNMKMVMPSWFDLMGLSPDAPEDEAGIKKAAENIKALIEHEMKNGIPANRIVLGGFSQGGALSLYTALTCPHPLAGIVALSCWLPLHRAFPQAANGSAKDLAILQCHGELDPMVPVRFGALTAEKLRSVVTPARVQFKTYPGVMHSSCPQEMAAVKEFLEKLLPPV
PAFAH1B2 inh – PAFAH1B2 enzyme inhibitors, primary screen, biochemical, fluorescence polarization, human | Platelet-activating factor acetylhydrolase IB subunit alpha2 (Homo sapiens), P68402 | recombinant PAFAH1B2, FP-rhodamine activity probe | inhibition, % at 3.39 µM | 340,000 tested, 1.2% active | AID 492953, 2010;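 active means inhibition above the mean of all tested compounds plus 3 SD, cut at about 24% in these data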;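 further: 0% = enzyme with DMSO and 100% = wells lacking PAFAH1B2; many of its hits are not listed in these tables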
Target sequence (P68402 whole entry, looked up): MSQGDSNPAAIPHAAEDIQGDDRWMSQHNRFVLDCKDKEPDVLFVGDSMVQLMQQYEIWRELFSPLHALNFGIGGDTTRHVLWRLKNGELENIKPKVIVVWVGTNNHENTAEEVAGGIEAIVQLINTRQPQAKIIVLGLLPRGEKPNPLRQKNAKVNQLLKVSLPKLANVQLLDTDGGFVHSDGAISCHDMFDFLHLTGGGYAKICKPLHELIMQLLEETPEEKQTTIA
PAFAH2 FP inh – PAFAH2 enzyme inhibitors, primary screen, biochemical, fluorescence polarization, human. AID 492956, 2010. 340,000 tested, 0.99% active. inhibition, % at 3.39 µM. recombinant PAFAH2, FP-rhodamine activity probe. Platelet-activating factor acetylhydrolase 2, cytoplasmic (Homo sapiens), Q99487;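 active means inhibition above the mean over all tested compounds plus 3 SD, cut at about 30% in these data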;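 further: inhibitors block probe labeling of enzyme so polarization drops; 0% = enzyme with DMSO and 100% = wells lacking PAFAH2 protein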
pPAFAH inh – pPAFAH enzyme inhibitors, primary screen, biochemical, fluorescence polarization, human; inhibition, % at 3.39 µM; 330,000 tested, 1.5% active; recombinant pPAFAH, FP-rhodamine probe fluorescence polarization; Platelet-activating factor acetylhydrolase (Homo sapiens), Q13093;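 active means inhibition above the mean inhibition across the screen plus 3 SD, cut at about 25% in these data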;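 further: inhibitors block binding of the rhodamine activity-based probe so polarization drops; 0% = enzyme with DMSO and 100% = wells lacking pPAFAH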
PME-1 inh – PME-1 inhibitors via competitive probe labeling, primary screen, biochemical, fluorescence polarization, FP-Rh probe, HTS | recombinant PME-1 | inhibition, % at 5.9 µM | 320,000 tested, 0.53% active;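 active means inhibition above the campaign mean of all compounds plus 3 SD, cut at about 26% in these data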;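 further: competitive labeling of PME-1 active site by serine hydrolase directed probe; 0% = PME-1 with DMSO and 100% = wells lacking PME-1 enzyme; inhibitors block probe labeling so polarization falls and inhibition rises; many of its hits are not listed in these tables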
* marks the source's active call; other numbers are inactive results.

`CC1CCN(S(=O)(=O)c2ccc(NC(=O)CN3CCN(c4ccccc4)CC3)cc2)CC1` gave GSTO1 inh -3.7, PAFAH1B3 FP inh 2.4, LYPLA1 counter 1.7, PAD4 inh -3.5, LYPLA2 counter 0.9, PAFAH1B2 inh 12.2, PAFAH2 FP inh -10.2, pPAFAH inh 4.2 and PME-1 inh 1.2.
`COCCCNc1nc2ccccc2nc1NS(=O)(=O)c1ccc(OC)cc1` gave GSTO1 inh 1.6, PAFAH1B3 FP inh 7.7, LYPLA1 counter 1.4, PAD4 inh -0.6, LYPLA2 counter 2.1, PAFAH1B2 inh 9.7, PAFAH2 FP inh 0.3, pPAFAH inh 5.3 and PME-1 inh 1.7.
`CC(C)c1nc(SCC(=O)Nc2cccc(C(=O)O)c2)c2c3c(sc2n1)CCCC3` gave GSTO1 inh -4.2, PAFAH1B3 FP inh 5.6, LYPLA1 counter -5.2, PAD4 inh 0.3, LYPLA2 counter -3.8, PAFAH1B2 inh 8.9, PAFAH2 FP inh 1.0, pPAFAH inh -5.5 and PME-1 inh -3.8.
For C=CCNc1nc(-c2ccc(O)c(C(N)=O)c2)cs1 the results were GSTO1 inh 4.6, PAFAH1B3 FP inh 0.9, LYPLA1 counter -0.2, PAD4 inh 0.7, LYPLA2 counter 2.0, PAFAH1B2 inh 0.1, PAFAH2 FP inh 1.7, pPAFAH inh 1.7 and PME-1 inh 2.2.
Screening CSc1ccccc1NC(=O)NCCCl returned GSTO1 inh 2.7, PAFAH1B3 FP inh 6.4, LYPLA1 counter 1.6, PAD4 inh -6.7, LYPLA2 counter -1.0, PAFAH1B2 inh -5.4, PAFAH2 FP inh -7.4, pPAFAH inh -3.2 and PME-1 inh 3.2.
`CCOC(=O)C1(CCOc2ccccc2)CCN(C(=O)CCSC)CC1` gave GSTO1 inh -0.3, PAFAH1B3 FP inh 4.0, LYPLA1 counter 1.1, PAD4 inh 6.1, LYPLA2 counter 2.8, PAFAH1B2 inh 3.9, PAFAH2 FP inh 2.0, pPAFAH inh 2.3 and PME-1 inh 0.9.
Screening CCN(CC)S(=O)(=O)c1ccc(S(=O)(=O)NCc2cccs2)cc1 returned GSTO1 inh 1.4, PAFAH1B3 FP inh 1.4, LYPLA1 counter -1.6, PAD4 inh -3.8, LYPLA2 counter 4.0, PAFAH1B2 inh 3.1, PAFAH2 FP inh -9.7, pPAFAH inh -2.7 and PME-1 inh 0.9.
Screening CCc1cccc(NC(=O)COC(=O)/C=C/c2cccs2)c1 returned GSTO1 inh 6.9, PAFAH1B3 FP inh 1.2, LYPLA1 counter -4.9, PAD4 inh -3.2, LYPLA2 counter 0.9, PAFAH1B2 inh 2.5, PAFAH2 FP inh 72.7*, pPAFAH inh 16.7 and PME-1 inh -4.5.
For CCCCn1c(-c2cccs2)nc2oc3ccccc3c(=O)c2c1=O the results were GSTO1 inh 3.0, PAFAH1B3 FP inh 2.1, LYPLA1 counter 2.3, PAD4 inh 3.7, LYPLA2 counter 1.9, PAFAH1B2 inh 3.2, PAFAH2 FP inh -0.9, pPAFAH inh 3.5 and PME-1 inh 5.3.
For CCOC(=O)CN1C(=O)COc2ccc(C(C)(C)C)cc21 the results were GSTO1 inh -5.7, PAFAH1B3 FP inh 1.7, LYPLA1 counter 3.9, PAD4 inh -5.9, LYPLA2 counter 2.0, PAFAH1B2 inh 7.0, PAFAH2 FP inh -2.1, pPAFAH inh -7.9 and PME-1 inh -6.4.
O=C(Oc1ccc(Cl)c2cccnc12)N1CCOCC1 was read as GSTO1 inh 1.2, PAFAH1B3 FP inh 6.7, LYPLA1 counter -0.8, PAD4 inh 2.0, LYPLA2 counter -1.0, PAFAH1B2 inh 1.3, PAFAH2 FP inh -6.9, pPAFAH inh 2.1 and PME-1 inh -0.7.
Cc1cccc2sc(NC(=O)C3=NN(c4ccccc4)C(=O)CC3)nc12 was read as GSTO1 inh -0.8, PAFAH1B3 FP inh 6.6, LYPLA1 counter -1.5, PAD4 inh 0.5, LYPLA2 counter -0.5, PAFAH1B2 inh -2.3, PAFAH2 FP inh 3.4, pPAFAH inh -1.1 and PME-1 inh 12.0.
For COc1cc(=O)[nH]c(SCC(=O)Nc2ccc3ccccc3c2)n1 the results were GSTO1 inh 4.9, PAFAH1B3 FP inh 9.3, LYPLA1 counter -0.5, PAD4 inh 0.9, LYPLA2 counter 3.2, PAFAH1B2 inh 1.2, PAFAH2 FP inh -12.1, pPAFAH inh 3.4 and PME-1 inh -2.4.
COC(=O)[C@@]12CCCCN1[C@H](c1ccc(-c3cccc(Cl)c3)c(OC)c1)[C@H]1C(=O)N(C)C(=O)[C@H]12 was read as GSTO1 inh 6.1, PAFAH1B3 FP inh -7.0, LYPLA1 counter 0.9, PAD4 inh 2.3, LYPLA2 counter -0.3, PAFAH1B2 inh -0.6, PAFAH2 FP inh -5.5, pPAFAH inh 6.1 and PME-1 inh 4.3.
O=C(Cn1cnc([N+](=O)[O-])c1)Nc1ccccc1C(F)(F)F was read as GSTO1 inh 1.7, PAFAH1B3 FP inh 5.3, LYPLA1 counter -1.3, PAD4 inh -0.2, LYPLA2 counter -5.7, PAFAH1B2 inh -1.8, PAFAH2 FP inh 8.9, pPAFAH inh 0.5 and PME-1 inh -3.9.
Screening CC(=O)c1ccc(NS(=O)(=O)c2ccc3c(c2)N(C)CCO3)cc1 returned GSTO1 inh 5.5, PAFAH1B3 FP inh -0.3, LYPLA1 counter -3.5, PAD4 inh -4.0, LYPLA2 counter -0.2, PAFAH1B2 inh 4.8, PAFAH2 FP inh 1.9, pPAFAH inh -1.1 and PME-1 inh -5.2.
Screening CCN(CC)C(=O)Cn1cc(C(=O)C(=O)N(C)C2CCN(C)CC2)c2ccccc21 returned GSTO1 inh 0.8, PAFAH1B3 FP inh -0.1, LYPLA1 counter -1.9, PAD4 inh 4.0, LYPLA2 counter -0.3, PAFAH1B2 inh -1.7, PAFAH2 FP inh -0.2, pPAFAH inh 2.2 and PME-1 inh 2.1.
Screening Cc1cc(N2CCOCC2)nc2ccc(NC(=S)NCCC(C)C)cc12 returned GSTO1 inh 2.4, PAFAH1B3 FP inh 5.9, LYPLA1 counter -1.1, PAD4 inh -9.1, LYPLA2 counter -0.2, PAFAH1B2 inh 0.8, PAFAH2 FP inh 8.2, pPAFAH inh 10.3 and PME-1 inh 10.6.
Screening CCN(C(=O)CSc1nnc2ccccn12)C1CCS(=O)(=O)C1 (stereo not given) returned GSTO1 inh 2.1, PAFAH1B3 FP inh 7.4, LYPLA1 counter 0.4, PAD4 inh -0.5, LYPLA2 counter -1.2, PAFAH1B2 inh 0.0, PAFAH2 FP inh -3.3, pPAFAH inh 4.6 and PME-1 inh 0.1.
O=C(CSc1nnc2ccc(-c3ccccn3)nn12)Nc1ccccc1F was read as GSTO1 inh -11.2, PAFAH1B3 FP inh 5.8, LYPLA1 counter 1.3, PAD4 inh -1.2, LYPLA2 counter -0.4, PAFAH1B2 inh 7.7, PAFAH2 FP inh 2.1, pPAFAH inh 2.8 and PME-1 inh 0.8.
For CCNCC(=O)Nc1ccc(N2CCOCC2)cc1 the results were GSTO1 inh 5.2, PAFAH1B3 FP inh 5.1, LYPLA1 counter -0.6, PAD4 inh 0.5, LYPLA2 counter -5.1, PAFAH1B2 inh -3.2, PAFAH2 FP inh 0.7, pPAFAH inh 2.5 and PME-1 inh -1.4.
Screening COc1ccccc1N(C(=O)c1cncc(Br)c1)c1nc(-c2ccc(C)cc2)cs1 returned GSTO1 inh -0.2, PAFAH1B3 FP inh -0.3, LYPLA1 counter -9.0, PAD4 inh -2.4, LYPLA2 counter -3.3, PAFAH1B2 inh -4.8, PAFAH2 FP inh -4.8, pPAFAH inh -1.0 and PME-1 inh -12.4.
`Cc1ccc(NC(=O)CSc2ccc3nnc(-c4ccccn4)n3n2)cc1` gave GSTO1 inh -4.7, PAFAH1B3 FP inh 0.7, LYPLA1 counter -4.0, PAD4 inh -2.0, LYPLA2 counter -4.4, PAFAH1B2 inh 3.9, PAFAH2 FP inh 4.9, pPAFAH inh 0.3 and PME-1 inh 3.6.
For Cc1onc(-c2ccccc2)c1C(=O)NC(=S)NNC(=O)c1cccnc1 the results were GSTO1 inh 3.7, PAFAH1B3 FP inh 5.7, LYPLA1 counter -2.9, PAD4 inh -3.3, LYPLA2 counter -2.6, PAFAH1B2 inh 1.5, PAFAH2 FP inh 0.1, pPAFAH inh -12.4 and PME-1 inh 0.1.
Screening CNCc1c(OCc2ccccc2F)ccc2ccccc12 returned GSTO1 inh 4.9, PAFAH1B3 FP inh 7.8, LYPLA1 counter 0.3, PAD4 inh 2.7, LYPLA2 counter -4.8, PAFAH1B2 inh 4.9, PAFAH2 FP inh 3.3, pPAFAH inh 6.1 and PME-1 inh -3.3.
`Cc1cc(C)n2nc(C(=O)NNC(=O)c3ccc(Cl)cc3)nc2n1` gave GSTO1 inh 10.6, PAFAH1B3 FP inh 6.0, LYPLA1 counter -0.4, PAD4 inh 0.0, LYPLA2 counter -2.9, PAFAH1B2 inh 5.1, PAFAH2 FP inh -2.9, pPAFAH inh 1.9 and PME-1 inh -3.3.
CC(=O)Oc1ccc(C(=O)Nc2nccs2)cc1 was read as GSTO1 inh 0.4, PAFAH1B3 FP inh 3.0, LYPLA1 counter 0.5, PAD4 inh -1.2, LYPLA2 counter 2.8, PAFAH1B2 inh 7.7, PAFAH2 FP inh 6.7, pPAFAH inh 3.8 and PME-1 inh 0.0.
Cc1cc([N+](=O)[O-])cc([N+](=O)[O-])c1NCC(C)C was read as GSTO1 inh 3.1, LYPLA1 counter -0.1, PAD4 inh -1.6, LYPLA2 counter -4.6, pPAFAH inh 6.2 and PME-1 inh 1.4.
O=C(CN1C(=O)CSCC1=O)NCc1ccc(F)cc1 was read as GSTO1 inh 4.0, PAFAH1B3 FP inh 2.4, LYPLA1 counter 0.8, PAD4 inh -0.6, LYPLA2 counter 0.3, PAFAH1B2 inh 8.1, PAFAH2 FP inh -4.0, pPAFAH inh -0.5 and PME-1 inh -1.2.
For O=C(COC(=O)c1ccc(F)c(S(=O)(=O)N2CCOCC2)c1)NCc1ccc(Cl)cc1 the results were PAFAH1B3 FP inh -3.3, PAD4 inh 1.0, PAFAH1B2 inh 0.7, PAFAH2 FP inh 10.8 and pPAFAH inh 6.7.
For CCC1(c2ccccc2)C(=O)N(C(=O)OC(C)(C)C)N1C(=O)OC(C)(C)C (stereo not given) the results were GSTO1 inh 4.1, PAFAH1B3 FP inh 10.2, LYPLA1 counter 3.1, PAD4 inh -5.0, LYPLA2 counter -1.0, PAFAH1B2 inh -2.0, PAFAH2 FP inh -5.0, pPAFAH inh 3.0 and PME-1 inh -0.7.

This is a subset. The share of hits here may be higher or lower than overall.
